Screening data from PubChem BioAssay.
TNF necrop inh: inhibitors of TNF-alpha triggered necroptosis, primary screen, cell-based, Jurkat FADD-/-, single concentration. Jurkat FADD-/- TNF necroptosis rescue, ATP luminescence, 24 h; 0 = TNF only, 100 = no-TNF cells. activation (protection from cell death), % at 10 µM. hit rate 0.068% among 220,000. AID 463075, 2010;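 active = activation, meaning protection from cell death, of at least 50% relative to plate controls; inactive = activation below 50%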;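 note: necroptosis triggered by 40 ng/mL TNF-alpha added together with compound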
Runt-CBFb FRET: inhibitors of RUNX1 Runt–CBFb binding, primary screen, biochemical, FRET, Cerulean-Runt, Venus-CBFb, uHTS; Runt-related transcription factor 1 (Homo sapiens) + Core-binding factor subunit beta …; Cerulean-Runt/Venus-CBFb FRET ratio 530/480, 1 h; inhibition, % at 20 µM; hit rate 0.46% among 220,000; AID 1496, 2009;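 active = inhibition over about 50% at 20 µM in the single-dose screen, limit read from the data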;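 note: 0% = DMSO wells and 100% = excess unlabeled CBFb competitor control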
Target sequence (Q01196 whole entry, looked up): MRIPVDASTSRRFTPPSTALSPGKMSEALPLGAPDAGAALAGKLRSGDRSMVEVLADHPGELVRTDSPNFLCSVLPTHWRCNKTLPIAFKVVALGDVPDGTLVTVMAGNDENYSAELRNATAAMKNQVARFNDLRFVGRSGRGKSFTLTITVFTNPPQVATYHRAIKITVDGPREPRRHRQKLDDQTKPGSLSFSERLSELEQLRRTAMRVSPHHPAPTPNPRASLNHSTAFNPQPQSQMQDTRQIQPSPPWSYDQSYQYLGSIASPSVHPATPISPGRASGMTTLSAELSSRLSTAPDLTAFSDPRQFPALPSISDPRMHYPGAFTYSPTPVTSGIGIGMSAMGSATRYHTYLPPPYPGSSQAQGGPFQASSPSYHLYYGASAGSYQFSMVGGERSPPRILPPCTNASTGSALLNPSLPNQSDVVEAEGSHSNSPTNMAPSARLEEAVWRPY
Target sequence (Q13951 whole entry, looked up): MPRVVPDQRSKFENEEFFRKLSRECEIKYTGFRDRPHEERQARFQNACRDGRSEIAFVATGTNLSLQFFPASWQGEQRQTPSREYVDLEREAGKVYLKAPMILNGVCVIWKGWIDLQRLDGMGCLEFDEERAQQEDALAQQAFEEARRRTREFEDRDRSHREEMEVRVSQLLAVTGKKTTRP
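Doses: 20 µM compound in 1% DMSO | Material: Cerulean-labeled Runt domain protein | Amount: Each fluorescent fusion protein 100 nM | Schedule: Two 1 h room-temperature incubations shielded from light | Measured by: FRET fluorescence | Evaluation: Loss of energy transfer signal | Controls: Unlabeled CBFb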
PERK inhibitor: block of dimerizer-induced PERK translation repression, primary screen, PERK inhibitor project, CHO PERK-DD cells, SEAP luminescence, HTS. Eukaryotic translation initiation factor 2-alpha kinase 3 (Homo sapiens), Q9NZJ5. CHO PERK-DD fusion, SEAP luminescence translation reporter. inhibition, % at 5.6 µM. hit rate 0.17% among 220,000;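 active = inhibition above the mean inhibition of all tested compounds plus 3 SD, set separately per screening campaign, cut at about 2.9% in these data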;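 note: PERK kinase domain activated by AP20187 dimerizer at 100 nM; 0% = DMSO with dimerizer and 100% = rapamycin at 8.4 µM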
RBBP9 inh: human RBBP9 inhibitors, primary screen, biochemical, fluorescence polarization, FP-Rh probe, HTS; recombinant RBBP9; hit rate 0.2% among 220,000; inhibition, % at 7.94 µM; Serine hydrolase RBBP9 (Homo sapiens), O75884; AID 1515, 2009;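 active = inhibition above the campaign mean of all tested compounds plus 3 SD, cut at about 14% in these data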;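 note: plate controls were DMSO wells with RBBP9 for no effect and wells lacking RBBP9 protein for full effect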
Target sequence (O75884 whole entry, looked up): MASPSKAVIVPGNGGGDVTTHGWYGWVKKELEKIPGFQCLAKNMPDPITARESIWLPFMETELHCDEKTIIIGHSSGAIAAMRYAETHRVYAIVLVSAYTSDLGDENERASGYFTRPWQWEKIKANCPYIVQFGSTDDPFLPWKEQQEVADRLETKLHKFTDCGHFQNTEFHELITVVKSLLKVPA
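Controls: DMSO-treated enzyme wells and wells lacking RBBP9 | Material: RBBP9 protein | Technique: Fluorescence polarization | Replication: Single well per compound, no replicates | Buffer or medium: Tris-NaCl-Pluronic buffer, pH 8.0 | Timing: 30 min compound preincubation, 45 min probe labeling, 25 °C | Read-out basis: Percent inhibition from mP, scaled between DMSO and no-protein wells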
PGE2 EP2 inh: human EP2 receptor antagonists, primary screen, TR-FRET cAMP, C6 glioma cells; hit rate 0.52% among 260,000; C6 glioma cells expressing human EP2; cells stimulated with saturating PGE2; inhibition, % at 25 µM;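 active = percent inhibition above 40 after rounding to a whole number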;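 note: rat C6 glioma host cells with rolipram phosphodiesterase inhibitor present; the protocol text gives 20 µM as final concentration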
L929 necroptosis: inhibitors of zVAD-triggered necroptosis, primary screen, L929 cells. hit rate 0.38% among 220,000. AID 1377, 2008. L929 zVAD necroptosis rescue, ATP luminescence, 24 h; with zVAD 60 µM. viability rescue, % at 10 µM;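 active = activation, scaled between plate controls, above about 75%, limit read from the data; inactive = activation under that limit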;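 note: 0% = zVAD with DMSO and 100% = DMSO alone without zVAD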
Runt-SMMHC FRET: inhibitors of RUNX1 Runt–CBFb-SMMHC binding, primary screen, biochemical, FRET, Cerulean-Runt, Venus-CBFb-SMMHC, uHTS. hit rate 0.74% among 220,000. inhibition, % at 20 µM. Runt-related transcription factor 1 (Homo sapiens) + Core-binding factor subunit beta …. Cerulean-Runt/Venus-CBFb-SMMHC FRET ratio 530/480, 1 h;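 active = mean inhibition across duplicate retests at 20 µM reaching about 50%, limit read from the data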;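 note: 0% = DMSO wells and 100% = wells with excess untagged CBFb-SMMHC; inhibitors lower the FRET ratio by blocking Runt binding to CBFb-SMMHC; some results filed as inactive read as strong as hits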
EP2 mod: EP2 receptor modulators, cAMP readout, primary screen, cell-based, HTRF cAMP, PGE2 stimulation; hit rate 0.83% among 260,000; EP2-expressing cells, cAMP HTRF FRET, PGE2 co-stimulation; induction, % at 25 µM; Prostaglandin E2 receptor EP2 subtype (Homo sapiens), P43116; AID 940, 2007;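 active = compounds whose cAMP rise, as percent of the full-agonist control response, exceeds 60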;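 note: rat C6 glioma line stably carrying human EP2 under a CMV promoter; the protocol text gives 20 µM as final concentration; 100% = response of wells given 1 µM PGE2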
Hck Nef HTS: inhibitors of Nef-activated human Hck kinase, primary screen, biochemical, Z-Lyte FRET, 384-well, Hck-YEEI | AID 463187, 2010 | Recombinant Hck-YEEI plus Nef, Z-Lyte FRET kinase assay | hit rate 0.68% among 220,000 | Tyrosine-protein kinase HCK (Homo sapiens), P08631 | inhibition, % at 20 µM;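 active = Hck-Nef kinase inhibition above about 50%, limit read from the data; inactive = inhibition below that limit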;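 note: 0% = DMSO with Hck plus Nef and 100% = Hck alone without Nef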
An asterisk follows results filed as active; · = no result given; & = joins results of further samples.

SMILES	TNF necrop inh	Runt-CBFb FRET	PERK inhibitor	RBBP9 inh	PGE2 EP2 inh	L929 necroptosis	Runt-SMMHC FRET	EP2 mod	Hck Nef HTS
CC(=O)NC(Cc1ccccc1)C(=O)OCC(=O)c1ccc(Br)cc1 (stereo not drawn)	-0.5	-3	1.3	-2	4	0.1	3	29	3
CCCC(=O)NC(=S)Nc1c(C)cc(Br)cc1C	-2.4	·	-0.6	-1	5	0.2	·	·	1
Cc1cnc(Sc2ncccc2[N+](=O)[O-])nc1	-0.5	·	-0.1	-10	11	-0.3	·	7	0
COc1ccc(Cc2noc(CN(C)CCN3CCc4ccccc4C3)n2)cc1OC	2.6	-2	0.1	-8	4	-0.6	-2	11	1
CC(=O)NCC(=O)NC1(C(=O)NC2CCCC2)CCCCC1	0.4	2	0.5	-2	10	2.3	2	-14	-2
O=C(c1ccc(COc2ccc3c(c2)CCC3)o1)N1CCN(c2ccccc2)CC1	-1.1	·	1.0	3	22	1.0	·	·	0
OC1(c2ccccc2F)CCN(Cc2nnnn2Cc2ccc(F)cc2)CC1	1.5	-4	1.7	3	14	-0.8	2	-36	17
CSc1ccccc1C(=O)C1CCCN(C(=O)NC(C)C)C1 (stereo not drawn)	1.3	4	1.3	3	6	-0.1	-2	-23	-4
O=C(NNC(=O)c1cc(-c2ccc(Cl)cc2Cl)nc2ccccc12)Nc1ccccc1	-13	·	1.1	1	12	0.7	-6	16	1
CCn1c(SCC(=O)N2CCC(C)CC2)nnc1-c1ccc(S(=O)(=O)N2CCN(C)CC2)cc1	0.1	1	0.3	-3	7	0.3	-1	24	2
CCc1ccccc1NC(=O)Nc1cccn(Cc2ccccc2F)c1=O	0.5	4	-1.1	-7	2	28	3	5	15
O=[N+]([O-])c1ccccc1NCCNc1ncc(C(F)(F)F)cc1Cl	-1.8	-8	-0.4	-6	9	-0.5	-16	18	0
C=CCn1c(Br)nc2c1c(=O)n(C)c(=O)n2C	-1.9	0	0.1	-7	0	0.0	-2	10	0
CCCC(=O)Nc1ccc2nc(SCC(=O)Nc3nccs3)sc2c1	-0.6	-3	0.5	6	·	1.1	2	-12	14
COc1ccc(N2CCN(C(=O)C3CCN(S(=O)(=O)c4cccs4)CC3)CC2)cc1	-0.8	-1	0.5	-4	3	0.5	2	-6	25
CCC(=O)c1ccc(N2CCN(C(=O)c3ccc(F)cc3)CC2)c(F)c1	-0.7	1	-0.1	-1	7	0.8	-1	-13	1
Cc1[nH]ccc2c1[nH]c1cc(=O)ccc12	9.3	17	-0.5	-7	13&9	20	21	-27&-21	22
CN(C)CCNc1oc(-c2ccccc2F)nc1C#N	1.1	0	0.6	-4	5	0.7	-2	0	19
Cc1cc(C)n(-c2ccc(C(=O)OCC(=O)Nc3ccc(Cl)cc3[N+](=O)[O-])cc2)n1	1.5	0	1.2	-6	6	1.1	-4	-16	2
CCNC(=S)N1CCN(S(=O)(=O)c2ccccc2C(F)(F)F)CC1	0.2	-3	1.5	-2	2	3.1	-2	-39	0
Cc1ccc(C(C)C)c(OCC(=O)N/N=C/c2cccn2C)c1	0.6	-3	2.4	0	11	0.0	-4	-19	16
O=C(c1ccc(S(=O)(=O)c2cccc(Cl)c2)c([N+](=O)[O-])c1)N1CCN(Cc2ccccc2)CC1	-3.3	0	-0.2	-7	12	0.3	-2	-35	2
C=CCn1c(N)c(C(=O)NCC2CCCO2)c2nc3ccccc3nc21 (stereo not drawn)	-8.0	4	-1.4	-9	14	3.7	46	-26	55*
O=C(C1=NN[C@@H]2C(=O)N(c3cccc(C(F)(F)F)c3)C(=O)[C@H]12)C(c1ccccc1)c1ccccc1	-0.7	0	0.1	-10	10	0.4	-1	22	4
Cc1cc(C)cc(-n2nnnc2SCC(=O)Nc2nc(-c3ccc(F)cc3)cs2)c1	-1.6	1	2.3	4	6	0.0	-1	11	14
O=C(COC(=O)c1sc2ccccc2c1Cl)NCC1CCCCC1	0.7	-3	1.7	-8	16	1.3	-1	8	6
COc1cc(Cl)ccc1NC(=S)N(CCN1CCOCC1)C1CCN(C(C)=O)CC1	0.1	4	-0.1	-2	4	-0.2	5	-5	30
CC(=O)N1CC(=O)N(Cc2ccccc2)/C(=C/c2ccccc2)C1=O	-0.1	-2	0.8	-4	6	-0.8	-3	44	19
O=C(Nc1ccccc1-c1ccccc1)c1ccco1	-1.9	0	0.9	-3	15&3	-0.3	0	23&34	0
CCNC(=S)SCCOc1ccc(C)cc1	-1.3	0	0.4	-3	8	-0.1	0	-58	0
CCc1cc2c(=O)nc3n(c2s1)Cc1ccccc1/C3=C(/O)c1cccc([N+](=O)[O-])c1	-2.7	-101	-0.6	-8	10	-0.2	59	33	4
CC(C)(C)c1ccc(C(O)CCCN2CCC(C(O)(c3ccccc3)c3ccccc3)CC2)cc1 (stereo not drawn)	-29	-2	-1.8	-7	12&16	2.1	1	-2&15	-6
O=C(CSc1ncccn1)Nc1cc(Cl)ccc1[N+](=O)[O-]	-0.3	1	0.4	-8	6	0.2	-1	-29	6
CC(C)(C)c1ccc(-c2nnc(SCCN3C(=O)c4ccccc4C3=O)o2)cc1	1.5	-4	1.4	-9	9	-1.3	2	12	-17
COc1ccc(NC(C)=O)cc1NC(C)C(=O)Nc1ccc(F)cc1 (stereo not drawn)	-0.2	2	0.3	-4	9	-1.2	-1	-2	2
CC(C)CC(=O)N1CCN(S(=O)(=O)c2ccc(Cl)cc2)CC1	-0.2	0	-0.3	-15	7	0.7	1	-26	18
O=C(O)CCCCCNc1nc2ncn(Cc3ccccc3)c2c(=O)[nH]1	-0.6	-1	-0.1	-7	7	1.0	-2	22	0
CN1CCN(c2nc(-c3ccccn3)nc3ccccc23)CC1	-1.9	3	-0.3	5	7	-0.9	-4	-28	0
O=C(O)CCn1c(SCc2cc(=O)n3ccccc3n2)nc2ccsc2c1=O	-1.0	1	0.1	-9	9	2.0	-2	12	26
COc1ccc(NC2=C(Cl)C(=O)N(CCc3ccccc3)C2=O)cc1	3.1	-3	0.3	-6	1	0.4	-4	1	0
COc1ccc(/C(N)=N/OC(=O)CSc2ccc(C)cc2)cc1OC	0.5	-8	1.4	-4	6	-0.2	-4	-31	-14
Cc1ccc(-c2cc(C(=O)Nc3ccccc3C)c3ccccc3n2)o1	-3.6	12	0.8	-1	1	-0.5	2	8	0
O=C(Nc1ccc2nc(-c3ccc(Br)o3)[nH]c2c1)c1cccs1	-5.9	22	-1.0	-1	13	27	14	-15	4
Cc1ccc(OCCC(=O)OCC(=O)C(C)(C)C)cc1	-0.3	-1	1.0	-7	4	-0.1	2	2	1
CCc1cc(/C(Cc2csc(C)n2)=N/O)c(O)cc1O	-7.0	0	0.5	31*	11	2.1	-2	-2	1
CC(C)CCOCc1nc2sc3c(c2c(=O)[nH]1)CCC(C)C3 (stereo not drawn)	5.7	0	0.5	-5	1	-0.4	-5	4	3
COc1cccc(Nc2nnc(SCC(=O)N3CCOCC3)s2)c1	0.9	-2	-0.4	0	31	5.1	-5	-4	0

Compounds listed so far with a Cl atom:
SMILES	TNF necrop inh	Runt-CBFb FRET	PERK inhibitor	RBBP9 inh	PGE2 EP2 inh	L929 necroptosis	Runt-SMMHC FRET	EP2 mod	Hck Nef HTS
O=C(NNC(=O)c1cc(-c2ccc(Cl)cc2Cl)nc2ccccc12)Nc1ccccc1	-13	·	1.1	1	12	0.7	-6	16	1
O=[N+]([O-])c1ccccc1NCCNc1ncc(C(F)(F)F)cc1Cl	-1.8	-8	-0.4	-6	9	-0.5	-16	18	0
Cc1cc(C)n(-c2ccc(C(=O)OCC(=O)Nc3ccc(Cl)cc3[N+](=O)[O-])cc2)n1	1.5	0	1.2	-6	6	1.1	-4	-16	2
O=C(c1ccc(S(=O)(=O)c2cccc(Cl)c2)c([N+](=O)[O-])c1)N1CCN(Cc2ccccc2)CC1	-3.3	0	-0.2	-7	12	0.3	-2	-35	2
O=C(COC(=O)c1sc2ccccc2c1Cl)NCC1CCCCC1	0.7	-3	1.7	-8	16	1.3	-1	8	6
COc1cc(Cl)ccc1NC(=S)N(CCN1CCOCC1)C1CCN(C(C)=O)CC1	0.1	4	-0.1	-2	4	-0.2	5	-5	30
O=C(CSc1ncccn1)Nc1cc(Cl)ccc1[N+](=O)[O-]	-0.3	1	0.4	-8	6	0.2	-1	-29	6
CC(C)CC(=O)N1CCN(S(=O)(=O)c2ccc(Cl)cc2)CC1	-0.2	0	-0.3	-15	7	0.7	1	-26	18
COc1ccc(NC2=C(Cl)C(=O)N(CCc3ccccc3)C2=O)cc1	3.1	-3	0.3	-6	1	0.4	-4	1	0

These rows are one share of the data, so the mix of outcomes need not match the whole.
